Source: PubChem (National Center for Advancing Translational Sciences (NCATS))
EPAC2 antagonist: antagonists of human EPAC2; EPAC2 GEF exchange of Rap1B-BODIPY-GDP, fluorescence; Potency, µM (series often up to 114 µM), without a hit: at the highest dose activity, negative = inhibition, usual class: inhibitors; Q8WZA2; 360,000 compounds, 0.18% hits; note: potency is the fitted concentration of half-maximal effect; % is set by controls: 0 for no effect and ±100 for the full control effect; nearly all actives have a fitted effect of over 45% in size; many of its hits are not listed in these tables
Target sequence (Q8WZA2 whole entry, looked up): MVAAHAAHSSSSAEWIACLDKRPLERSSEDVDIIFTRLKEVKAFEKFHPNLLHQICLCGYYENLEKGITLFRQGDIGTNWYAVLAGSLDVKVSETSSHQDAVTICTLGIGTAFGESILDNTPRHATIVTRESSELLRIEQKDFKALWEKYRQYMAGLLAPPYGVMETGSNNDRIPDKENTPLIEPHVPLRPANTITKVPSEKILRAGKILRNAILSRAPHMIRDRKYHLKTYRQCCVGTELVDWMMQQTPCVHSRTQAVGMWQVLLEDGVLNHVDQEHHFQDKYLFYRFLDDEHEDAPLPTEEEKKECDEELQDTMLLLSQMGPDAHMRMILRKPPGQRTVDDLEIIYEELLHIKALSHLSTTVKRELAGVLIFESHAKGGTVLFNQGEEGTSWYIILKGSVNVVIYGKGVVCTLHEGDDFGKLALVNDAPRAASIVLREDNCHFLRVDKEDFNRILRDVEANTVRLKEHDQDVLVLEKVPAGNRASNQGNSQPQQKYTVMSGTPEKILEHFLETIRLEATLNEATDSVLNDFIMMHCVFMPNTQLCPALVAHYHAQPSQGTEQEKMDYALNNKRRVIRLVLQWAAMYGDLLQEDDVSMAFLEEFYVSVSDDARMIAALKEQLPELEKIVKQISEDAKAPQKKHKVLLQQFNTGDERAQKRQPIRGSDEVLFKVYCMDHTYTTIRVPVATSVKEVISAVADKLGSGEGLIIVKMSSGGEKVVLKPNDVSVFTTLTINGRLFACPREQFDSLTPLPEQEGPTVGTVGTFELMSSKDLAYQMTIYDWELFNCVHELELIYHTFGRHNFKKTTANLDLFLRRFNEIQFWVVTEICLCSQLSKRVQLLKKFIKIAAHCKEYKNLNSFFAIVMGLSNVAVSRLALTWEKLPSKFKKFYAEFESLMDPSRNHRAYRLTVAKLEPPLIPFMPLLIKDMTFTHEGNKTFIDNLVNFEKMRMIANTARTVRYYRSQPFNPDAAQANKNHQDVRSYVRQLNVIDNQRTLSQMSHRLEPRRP
pAkt inh: blocks phosphorylation of Akt | AID 651550 | activity change, % for hits at 50 µM | 360,000 compounds, 0.32% hits | Neuro2A IGF-stimulated pAkt S473 HTRF, 20 min; stronger effect = lower value; in the data active = activity change below about -80%; inconclusive = mostly about -51% to -80%; note: % is set by controls: 0 for no effect and ±100 for the full control effect
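Single-point screen (50 µM final compound) in Neuro2A cells stimulated 20 min with 6 nM IGF at 37 deg C. After lysis, Ser473-phosphorylated Akt read by HTRF (ex 330 nm, em 615/665 nm) as the 665/615 ratio.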
EPAC2 ag: activates human EPAC2 exchange factor; EPAC2 activation, biochemical qHTS; response scale: 100% = 6.5 mM cAMP response; 360,000 compounds, 0.079% hits; Potency, µM (titrated, usually from 154 µM), without a hit: at the top dose activation, most hits filed as activators; note: potency is the fitted concentration of half-maximal effect; nearly all actives have a fitted effect of over 50% in size
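Setup: EPAC2 100 nM, labeled Rap1B complex 250 nM, free GDP 50 uM. Compound titrations pinned in, brief spin, 5 min room temperature incubation. Kinetic fluorescence read over 30 min, normalized to 6.5 mM cAMP.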
CCT modulator: changes cytosolic chaperonin activity; 360,000 compounds, 0.3% hits; AID 651819; activity change, % (no concentration beside the values), hits read low; purified chaperonin ATPase assay, HTRF ADP detection, 30 min; in the data active = activity change below about -30%; note: % is set by controls: 0 for no effect and ±100 for the full control effect
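ATPase activity: ADP formed was measured by HTRF Transcreener (665/615 nm ratio) after 30 min at 37 deg C with 10 uM ATP. Compounds screened at one 76 uM concentration against 40 or 20 nM TRiC in Tris pH 7.4/KCl/MgCl2/DTT buffer.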
DRD3 antagonist: D3 dopamine receptor (human) antagonism | D3R cells, DiscoveRx beta-arrestin luminescence, antagonist mode; stronger effect = lower value | 360,000 compounds, 2.5% hits | P35462 | max response, negative = inhibition, %; in the data active = max response below about -50%; inconclusive = no clear call, values can overlap the other calls; note: % is set by controls: 0 for no effect and ±100 for the full control effect; mostly tested at two doses, the higher about 12 µM
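Cells expressing the human receptor were seeded at 1500 cells/well, incubated overnight at 37 degrees C in 5% CO2, then exposed to library compounds with dopamine controls for 90 minutes at 37 degrees C before luminescent detection.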
PTHR1 ag: activates the human parathyroid hormone receptor PTHR1. AID 743266. HEK293 GP2 PTHR1 cells, GloSensor cAMP luminescence, 1 h. Potency, µM (doses to about 115 µM), for the others: at the top dose activation, actives largely listed as activators. 410,000 compounds, 0.075% hits; note: potency is the fitted concentration of half-maximal effect; nearly all actives have a fitted effect of over 55% in size; some results filed as inactive show a strong effect at the top dose; inactives centre near -15; many of its hits are not listed in these tables
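HEK-293-derived GP2 cells expressing PTHR1 and a GloSensor cAMP reporter, 3,000/well, plated overnight, given luciferin plus IBMX (each 0.5 mM as added) for 1 h at 37 °C, then compound for 1 h at 37 °C. Luminescence was read after 15 min at room temperature.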
Mm-Cpn inhibitor: inhibitors of Methanococcus maripaludis chaperonin (MmCpn); purified Mm-Cpn ATPase, ADP Transcreener TR-FRET; AID 504842; Potency, µM (doses to about 76.9 µM), for inactives: top-dose activity, negative = inhibition, most hits filed as inhibitors; 330,000 compounds, 0.031% hits; note: potency is the fitted concentration of half-maximal effect; % is set by controls: 0 for no effect and ±100 for the full control effect; nearly all actives have a fitted effect of over 80% in size
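Eu-cryptate anti-ADP/ADP-d2 competition gives a ratio inversely related to ADP. Enzyme at 25 nM was pre-exposed to compound for 10 min, then given 10 uM ATP for 30 min, 37°C throughout.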
D3 ag: agonists of human D3 dopamine receptor; P35462; D3R DiscoveRx beta-arrestin cells, luminescence, 90 min; max activation, %; 410,000 compounds, 0.58% hits; AID 652048; in the data active = max activation above about 30%; note: 0% is about no effect; mostly tested at two doses, the higher about 12 µM
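Agonist-mode cell screen: cells plated at 1500/well and incubated overnight at 37 °C, then exposed to library compounds for 90 min at 37 °C. Detection reagent was added for 30–60 min at room temperature, and luminescence was read.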
Active calls of the source: *; i = inactive; ? = inconclusive; . = not tested or not shown; [ ] = dose if it differs, or a comment. Unless noted, calls come from the whole dose curve; as a rule, active = well fitted curve in the direction sought with a large enough effect; inconclusive = small, poorly fitted or top-dose-only effect, or another doubt; inactive = no such curve, though single readings can be large; an effect the other way counts as inactive or inconclusive. This is a subset; rates above refer to the full screens.

SMILES	EPAC2 antagonist	pAkt inh	EPAC2 ag	CCT modulator	DRD3 antagonist	PTHR1 ag	Mm-Cpn inhibitor	D3 ag
CC1(C)NC(=O)N(CCCCSc2ccc(Cl)cc2)C1=O	-3%	i	2%	-3.7	10	i	2%	-2
Cc1ccc(SC[C@H](CC(C)C)N2CCN(C)CCC2=O)cc1	7%	i	10%	-2.8	-29	-16%	-1%	-20
NNC(=O)CNC(=O)CNS(=O)(=O)c1ccccc1	0%	i	3%	1.0	-9	6%	-2%	3
COc1ccc(NC(=O)CSc2nnc(NC(C)=O)s2)c([N+](=O)[O-])c1	2%	i	3%	-2.4	-6	i	3%	10
O=C(Nc1cccc(F)c1)Nc1ccc(Cl)cn1	14%	i	4%	1.3	1	-20%	-3%	-9
Cc1cccc(-c2n[nH]c(S(C)(=O)=O)c2C#N)c1	3%	i	4%	0.2	1	-1%	1%	3
O=C(COC(=O)c1cccc(Cl)c1Cl)NCc1cccs1	-18%	i	7%	-0.1	4	i	4%	1
COc1ccccc1Cc1c(-c2cccc(Cl)c2)nc2c(C)cc(Br)cn12	2%	i	10%	0.4	-8	-24%	.	-4
CCOC(=O)c1c(S(=O)(=O)NCC(C)c2ccccc2)c(C)n(C)c1C (configuration not stated)	-12%	i	8%	-0.7	-26	-21%	2%	-2
Clc1cccc(/C=N/Nc2nc(Cl)nc3ccccc23)c1	3%	i	8%	-2.7	-60*	i	-2%	0
COc1ccc(C(=O)Nc2ccccc2C(=O)N2CCOCC2)cc1	1%	i	9%	0.4	5	i	0%	2
CCOC(=O)C(C)Oc1ccc(=O)n(-c2ccccc2)n1 (configuration not stated)	1%	.	6%	-4.1	-19	i	-1%	8
COc1ccc(CCNC(=O)C(=O)NCC2OCCN2S(=O)(=O)c2ccccc2)cc1 (configuration not stated)	6%	i	4%	-0.6	34	-26%	0%	1
CCCCc1ccc(Nc2ncnc3nc[nH]c23)cc1	-20%	i	6%	1.3	29	-25%	0%	-1
O=C(NNC(=O)C1CC1)c1ccccc1[N+](=O)[O-]	-5%	i	2%	-2.4	2	i	0%	2
CC(C)(C)OC(=O)C1=C(CO)CS[C@@H]2[C@H](NC(=O)Cc3ccccc3)C(=O)N12	-2%	i	-7%	-0.9	49	i	1%	3
CN1OC[C@@H]2CN(S(=O)(=O)c3cc(Cl)cc(Cl)c3)[C@H](c3ccc(-c4ccc(C#N)cc4)cc3)C[C@@H]21	?	i	-16%	2.6	0	4%	.	9
COc1ccccc1C(CNc1ccc(S(=O)(=O)N2CCCC2)cc1[N+](=O)[O-])N(C)C (configuration not stated)	-4%	i	-1%	-0.1	-9	i	0%	-6
O=C(OCc1nnc(-c2ccccc2)o1)c1cc(=O)[nH]c2ccccc12	19%	i	-4%	-0.9	10	i	0%	5
FC(F)(F)c1cccc(N2CCCCC2)c1	5%	i	3%	0.0	-23	-17%	.	0
COCCNC(=O)c1cc2c(c(-c3cccc(C#Cc4ccc(OC)c(OC)c4)c3)n1)[C@@H](CCO)N(S(=O)C(C)(C)C)C2 (some centres not stated)	0%	i	3%	-1.4	8	-22%	.	4
CC(C)c1ccc(NC(=O)C(c2ccccc2)N2CCC3(CC2)OCCO3)cc1 (configuration not stated)	-6%	i	9%	-3.3	24	10%[57.5 µM]	-1%	-5
CC1CCN(S(=O)(=O)c2ccc3c4c2CC(=O)N4CC(C)S3)CC1 (configuration not stated)	-7%	i	0%	-1.2	-15	-13%	-1%	2
CNC(=O)c1cc(C)c(-c2ccccc2)s1	-5%	i	8%	-0.9	31	-19%[57.5 µM]	-2%	-9
COc1ccccc1N(C)S(=O)(=O)c1ccc(C(=O)NCc2ccc3c(c2)OCO3)cc1	-2%	i	4%	-0.1	16	i	1%	-3

Structural class: the compounds so far with a nitro group on carbon
SMILES	EPAC2 antagonist	pAkt inh	EPAC2 ag	CCT modulator	DRD3 antagonist	PTHR1 ag	Mm-Cpn inhibitor	D3 ag
COc1ccc(NC(=O)CSc2nnc(NC(C)=O)s2)c([N+](=O)[O-])c1	2%	i	3%	-2.4	-6	i	3%	10
O=C(NNC(=O)C1CC1)c1ccccc1[N+](=O)[O-]	-5%	i	2%	-2.4	2	i	0%	2
COc1ccccc1C(CNc1ccc(S(=O)(=O)N2CCCC2)cc1[N+](=O)[O-])N(C)C (configuration not stated)	-4%	i	-1%	-0.1	-9	i	0%	-6

Just DRD3 antagonist, for 3 of the compounds above:
compound | DRD3 antagonist
COCCNC(=O)c1cc2c(c(-c3cccc(C#Cc4ccc(OC)c(OC)c4)c3)n1)[C@@H](CCO)N(S(=O)C(C)(C)C)C2 (some centres not stated) | 8
CC(C)(C)OC(=O)C1=C(CO)CS[C@@H]2[C@H](NC(=O)Cc3ccccc3)C(=O)N12 | 49
NNC(=O)CNC(=O)CNS(=O)(=O)c1ccccc1 | -9

The results go on:
SMILES	EPAC2 antagonist	pAkt inh	EPAC2 ag	CCT modulator	DRD3 antagonist	PTHR1 ag	Mm-Cpn inhibitor	D3 ag
CCc1cccc(CC)c1NC(=O)c1cccc(NC(=O)c2ccccc2)c1	-2%	i	9%	1.0	7	i	1%	-1
O=C1CCCCC1C(=O)c1ccccc1 (configuration not stated)	2%	i	10%	-2.0	-12	0%	?	-1
OCCCNC(c1ccccc1)c1ccc(O)cc1 (configuration not stated)	3%	i	1%	-1.2	-6	i	-1%	8
Cc1ccc(S(=O)(=O)NC(C)(C)CSc2ncccn2)cc1	-2%	i	13%	-0.5	-8	-28%	2%	-3
Fc1ccc(-c2cnc(-c3cccs3)o2)cc1	-6%	i	18%	-2.9	3	-11%	0%	0
NC(=O)C1CCN(C(=O)CCC(=O)c2cccs2)CC1	-2%	i	7%	-2.4	2	i	0%	-9
Cc1ccc2c(CC(=O)OCc3nc(N)nc(Nc4ccccc4C)n3)coc2c1	-10%	i	12%	5.9	41	-33%[inhibitor]	-1%	2
Cc1ccc2nc(C)cc(SCC(=O)N/N=C/c3ccco3)c2c1	4%	i	-5%	0.5	-16	-1%	0%	5
CSCCC(NC(=O)c1ccccc1Cl)C(=O)NC1CCN(Cc2ccccc2)CC1 (configuration not stated)	-9%	i	1%	-2.2	0	-24%	2%	-10
O=C1c2ccccc2NC(c2ccco2)N1O (configuration not stated)	15%	i	8%	-1.5	0	i	1%	4
O=Cc1ccccc1OCCN1CCCC1=O	3%	i	8%	0.6	-15	-4%	1%	-3
CCN(CC)CC(C)(C)NS(=O)(=O)c1ccc(Cl)cc1	2%	i	8%	-0.5	-19	-19%[57.5 µM]	0%	-19
Cc1cccc(N2CN(S(=O)(=O)c3cccc([N+](=O)[O-])c3)c3nc4ccccc4nc32)c1	15%	i	2%	-2.6	-4	-26%	1%	5
CCN(Cc1ccccc1)c1ccc(/C=N/NC(=O)c2cccc(S(=O)(=O)N3CCOCC3)c2)cc1	3%	i	-8%	-1.5	1	-35%	-8%	-1
CCc1ccc(N2C(=O)CC(NNc3nc4ccccc4s3)C2=O)cc1 (configuration not stated)	-11%	i	-6%	0.3	-9	i	1%	-8
COc1ccc(C2Nc3ccccc3C(=O)N2c2ccccc2)cc1CSc1ccccn1 (configuration not stated)	-27%	i	19%	-0.5	-2	6%	-2%	-26
CCOc1ccccc1OCCCC(=O)NCCc1ccc(S(N)(=O)=O)cc1	4%	i	4%	1.3	12	i	1%	-7
Cc1cccc2sc(N(CCCN(C)C)C(=O)c3ccc(C(=O)c4ccccc4)cc3)nc12	-14%	i	8%	-2.2	?	-11%	-1%	-14
COc1ccc(C2(c3ccc(OC)cc3)NC(=O)N(CC(=O)NCC(C)c3ccccc3)C2=O)cc1 (configuration not stated)	-12%	i	8%	0.7	14	-15%	2%	1
CN(CC(=O)N1CCCc2c1c(=O)oc1ccc(O)cc21)Cc1ccccc1	9%	i	8%	-2.5	-68*	-2%	0%	-11
O=C1CCCN1CCCNc1ccc2nnc(CCC(=O)N3CCN(c4ccccc4)CC3)n2n1	2%	i	-1%	0.5	15	i	-1%	-4
Cc1cccc(C(C)C)c1NC(=O)CSc1cccc[n+]1[O-]	-2%	i	-8%	-0.7	-6	i	0%	-9
COc1ccccc1C(=O)NCC(=O)NCC1(N2CCCCC2)CCCCC1	0%	i	-3%	-3.3	26	-1%	0%	-3
C(=N\N1CCOCC1)/c1cccs1	-3%	i	4%	-1.5	12	i	1%	8
CCn1c2ccccc2c2cc(Nc3cc(C)nc4ncnn34)ccc21	-25%	i	22%	-1.5	-22	-15%	2%	-5
SMILES	EPAC2 antagonist	pAkt inh	EPAC2 ag	CCT modulator	DRD3 antagonist	PTHR1 ag	Mm-Cpn inhibitor	D3 ag
CC(C)CNC(=O)c1oc2ccccc2c1COc1ccccc1	1%	i	17%	0.9	-26	-4%	0%	-9
COc1ccc(-c2cc(C(=O)NC3CCCC3)c3ccccc3n2)cc1	2%	i	-3%	-2.0	-10	-3%	0%	-9
CCN(CC)C1CCN(C(=O)c2cc(COc3ccccc3SC)on2)C1 (configuration not stated)	-2%	i	-1%	-0.6	-8	i	1%	10
COC(=O)CSc1nccc(-c2cccs2)n1	-23%	i	4%	0.0	4	i	-7%	0
COc1ccc(CN2CCN(C(=O)CCC(=O)Nc3nnc(CC(C)C)s3)CC2)cc1F	0%	i	2%	1.3	-10	i	4%	1
CCCN(CCC)S(=O)(=O)c1ccc(C(=O)Nc2nnc(-c3cccc(OC)c3)o2)cc1	19%	i	-20%	-0.9	10	-44%[inhibitor]	3%	8
COc1cccc(C(C)(O)c2nc(-c3ccc(N(C)C)cc3)cs2)c1 (configuration not stated)	-10%	.	18%	1.6	0	-12%	.	-4
CSc1ccc(/C=C(\NC(=O)c2ccco2)C(=O)N2CCCCC2)cc1	-9%	i	4%	0.0	-8	i	-1%	-4
Nc1nonc1-n1nnc(C(=O)N/N=C/c2ccc(OCc3ccccc3F)cc2)c1CN1CCCCC1	-9%	i	5%	0.0	26	-7%	-1%	0
Cc1ccc(N=C2C(=O)Nc3c(C)cccc32)cc1	0%	i	-2%	-0.5	20	i	-14%	-12
CCOc1ccccc1N1CCN(C(=O)c2ccncc2)CC1	1%	i	8%	2.8	12	i	-1%	-21
Cc1ccc(NC(=O)CN(C)C(=O)c2cn(Cc3ccccc3)nc2-c2cccnc2)cc1	3%	i	10%	-1.7	?	i	4%	-7
c1ccc(C(c2nnnn2Cc2ccco2)N2CCN(C3CCCC3)CC2)cc1 (configuration not stated)	6%	i	4%	-1.3	?	i	-3%	1
